# mcGAS RapidFire: mouse cGAS inhibition by mass spec | recombinant mouse cGAS, cGAMP by RapidFire MS | inhibition, % at 12.5 µM | 130,000 tested, 0.18% active | AID 1259397;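 active means inhibition of cGAS enzyme activity at or above 60%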;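 further: enzyme stimulated by 45 bp dsDNA with ATP and GTP substrates; cGAMP share of summed cGAMP plus half ATP and half GTP signals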
# Target sequence (Q8C6L5 whole entry, looked up): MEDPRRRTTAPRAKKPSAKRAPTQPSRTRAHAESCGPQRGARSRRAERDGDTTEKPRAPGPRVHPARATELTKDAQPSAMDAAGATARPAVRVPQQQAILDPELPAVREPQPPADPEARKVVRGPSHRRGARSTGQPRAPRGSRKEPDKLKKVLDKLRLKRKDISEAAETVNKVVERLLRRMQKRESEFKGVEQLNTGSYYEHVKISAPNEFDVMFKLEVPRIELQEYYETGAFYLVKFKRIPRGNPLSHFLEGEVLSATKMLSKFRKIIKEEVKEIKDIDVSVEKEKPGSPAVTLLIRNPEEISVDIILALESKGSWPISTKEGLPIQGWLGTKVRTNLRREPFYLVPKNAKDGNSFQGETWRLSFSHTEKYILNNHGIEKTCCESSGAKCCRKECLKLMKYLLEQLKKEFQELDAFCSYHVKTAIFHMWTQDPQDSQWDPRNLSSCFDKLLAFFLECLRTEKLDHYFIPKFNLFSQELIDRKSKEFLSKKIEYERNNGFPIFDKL
# * marks the source's active call; other numbers are inactive results; & = joins results of further samples.
SMILES,mcGAS RapidFire
CCOC(=O)N1CCN(C2CCCN(Cc3cccn3-c3nccs3)C2)CC1 (centres undefined),-12
CC(=O)c1cccc(NC(=O)CC2S/C(=N/N=C\c3ccc(C)o3)NC2=O)c1 (centres undefined),-10
Cc1cc(CN2CCN(C(=O)Nc3ccccc3Oc3ccccc3)CC2)on1,0
O=C(C=Cc1cccc(F)c1)N1CCN(S(=O)(=O)c2ccccc2)CC1,-2
Cc1ccc(NC(=O)C(C)NCc2ccccc2-n2ccnc2C)cc1 (centres undefined),-18
COc1ccc(CN2CCCn3cccc3C2c2ccc(C(F)(F)F)cc2)c(OC)c1 (centres undefined),2
CC(C)c1ocnc1C(=O)N(C)c1cc(C#N)c2ccccc2n1,-1
CCCCCC1CC(CSc2ncn[nH]2)OC1=O (centres undefined),-10
CC(=O)Nc1ccc(C2=Nn3c(nnc(C)c3=O)SC2)cc1,9
O=C(Nc1cccc2ncccc12)C1CC2CCCC(C1)C2=O (centres undefined),-22
O=S1(=O)N=C(Cc2cccnc2)Nc2ccccc21,-2
Cc1noc(C)c1NC(=O)N1CCN(Cc2ccccc2)C(C)(C)C1,-5
O=C(O)c1cc(F)cc(S(=O)(=O)Cl)c1Br,-25
COCc1nn2c(ncc3c(=O)n(NC(=O)c4ccccc4)ccc32)c1-c1ccc(F)cc1,-10
Cn1cnnc1-c1ccccc1NC(=O)C1CCCc2ccccc21 (centres undefined),-3
COc1ccccc1CC(=O)N1CCC2(CN(C)C(=O)O2)C1 (centres undefined),-17
C[C@]12CCC(=O)C=C1CC[C@@H]1[C@@H]2[C@@H](O)C[C@@]2(C)[C@H]1CC[C@]2(O)C(=O)COC(=O)CCC(=O)O,-11
c1ccc(CCc2cn(CC3COc4ccccc4O3)nn2)cc1 (centres undefined),-13
CCN(C(=O)CN(C)C1CCC(CO)CC1)C1CC1 (centres undefined),-12
Cc1[nH]c2ccccc2c1SCC(=O)N1CCCCCC1,8

# Part of the list above, set out differently.
smiles: O=C(C=Cc1cccc(F)c1)N1CCN(S(=O)(=O)c2ccccc2)CC1
  mcGAS RapidFire = -2
smiles: Cc1ccc(NC(=O)C(C)NCc2ccccc2-n2ccnc2C)cc1 (centres undefined)
  mcGAS RapidFire = -18
smiles: COc1ccc(CN2CCCn3cccc3C2c2ccc(C(F)(F)F)cc2)c(OC)c1 (centres undefined)
  mcGAS RapidFire = 2
smiles: CC(C)c1ocnc1C(=O)N(C)c1cc(C#N)c2ccccc2n1
  mcGAS RapidFire = -1

# Carrying on.
SMILES,mcGAS RapidFire
Cc1cc(NC(=O)c2ccc(N3CCCC3)nn2)n(C(C)(C)C)n1,-2
O=C(C1CC1)N1CCC(=NNc2ccccc2C(F)(F)F)CC1,1
Cc1[nH]cnc1C(=O)NCc1nc(-c2cccc(F)c2)c(-c2ccccn2)[nH]1,-12
CCN(C(=O)c1cccc(Br)c1C)c1ccccc1,-9
Cc1ccc(C(C)NCCNC(=O)C(C)S(C)(=O)=O)o1 (centres undefined),-4
Cc1ccc(NC(=O)CC2Nc3ccc(C(F)(F)F)cc3NC2=O)c(C)c1 (centres undefined),-8
Nc1nc(CSCc2cc(Cl)c3c(c2)OCO3)nc2ccccc12,-4
O=C(CCC1CCCCC1)Nc1nccs1,-13&-11
COCCn1c(CN2CCc3sccc3C2)cnc1S(=O)(=O)CC1CCCCC1,-8
CCOc1cc(Br)cc(/C=C2/SC(=S)N(CC(=O)O)C2=O)c1O,-1
CC1CCCC(N(C)c2nn3c(=O)ccnc3s2)C1 (centres undefined),8
COC(=O)c1ccc2c(c1)C1CCCCC1C(=O)N2Cc1ccccc1 (centres undefined),3
CCOC(=O)C1(Cc2ccccc2)CCCN(C(=O)CCc2nc3ccccc3s2)C1 (centres undefined),-7&-3
Cc1ccc(C)c(C2=C/C(=C3\c4ccccc4-c4ncccc43)C(=O)O2)c1,-6
Cc1c(N2CCC(CS(N)(=O)=O)CC2)nn2c(C(F)(F)F)nnc2c1C,-6
O=C(C1CCCN(Cc2cc3n(n2)CCCNC3)C1)N1CCOCC1 (centres undefined),-24
Cc1nc(C(C)C)ncc1C(=O)N1CCC2(CCNC(=O)CC2)CC1,-8
CSc1cc(-c2ccccc2)oc1C(=O)c1ccccc1,-13
Nc1ccc2n[nH]nc2c1,-2
Clc1cccc(CSc2nnc(-c3ccc4c(c3)OCO4)o2)c1,5
COc1ccc(-c2nn(-c3ccccc3)cc2CN(C)Cc2cnccn2)c(F)c1,-10
N#Cc1c(N)nc2c(c1-c1ccc3c(c1)OCO3)CCCCCC2,-8
COc1ccc(S(=O)(=O)N2CCN(C)CC2)cc1OC,-7
CCOC(=O)c1sc(NC(=O)c2ccc(F)c(F)c2)nc1C,-8
Oc1ccc(C=NNC(=S)NN=Cc2ccc(O)cc2)cc1,5
O=C(NC1CC1)c1cc2n(n1)CCN(c1nccc(C(F)(F)F)n1)C2,-17
CCCC12CN3CC(C)(CN(C1)C3c1cccs1)C2=O (centres undefined),-22
COc1ccc2c(c1OC)C(=O)N1c3ccccc3COC21 (centres undefined),-24
O=C1CSc2cc(Cl)ccc2N1,-10
COCCN(Cc1cccc2cccnc12)c1c(N)n(CC(C)C)c(=O)[nH]c1=O,-12
CCc1nc(C(N)=O)c2[nH]c(=O)n(-c3ccc4c(c3)OCO4)c2n1,-7
COC(=O)c1ccccc1NC(=O)c1cc(-c2cccs2)n(C2CCS(=O)(=O)C2)n1 (centres undefined),-5
COc1ccsc1S(=O)(=O)NCc1ccnc(-n2ccnc2)c1,-4
CC(C)(C)S(=O)(=O)CCC#N,-40
CC(C)Cc1nnc(NS(=O)(=O)c2ccc(Cl)cc2)s1,9
Cc1ccc(C)c(S(=O)(=O)NC(=O)c2c(C)noc2C(C)C)c1,-2
CC(=O)Nc1cccc(C(=O)N2CCOC(COCc3cccc(C)c3)C2)c1 (centres undefined),-3
C=CCn1c2ccccc2n2nc(C)nc12,4
Cc1noc(NS(=O)(=O)c2ccc(NC(=O)C34CCC(CC3)C4)cc2)c1C,-8
C=Cn1cc(CN2CCN3CCNC(=O)C3C2)cn1 (centres undefined),-18
COC(=O)c1ccoc1CN(C1CC1)C1CCS(=O)(=O)C1 (centres undefined),-4
CCN(CC)C(=O)c1cc(NS(=O)(=O)c2ccc3[nH]c(=O)cc(C)c3c2)c(OC)c(OC)c1,-10
CC(C)Oc1ccc(CN2CCC2(C)C(=O)NCc2ccc(C(F)(F)F)cc2)cc1 (centres undefined),-4
CNC(=O)[C@@H]1C[C@H](N)CN1S(=O)(=O)c1sc2ccc(Cl)cc2c1C,-1
O=c1[nH]nc2c3c(cccc13)-c1ccccc1-2,-2
COc1ccc2c3c(ccc2c1)C1CCC(=O)N1CC3 (centres undefined),-11
CCOC(=O)C1(Cc2ccc(OC)cc2)CCN(C(=O)C2=CCCCC2)CC1,-9
O=C(CCC(=O)N1CCCC(Nc2ccccc2)C1)c1ccc(F)cc1 (centres undefined),-2
Nc1c(C(=O)CSc2ncn[nH]2)c(=O)[nH]c(=O)n1C1CC1,-3
Cc1nccn1-c1cccc(N2CCC(OCC3CCCCO3)CC2)n1 (centres undefined),-7
Nc1ccc(S(=O)(=O)C(F)(F)F)cc1N,-2
Cc1cccc(NC(=O)C2CCN(Cn3nc(OC(C)C)sc3=S)CC2)n1,-16
CC(C)Oc1ccc(S(=O)(=O)N2CCOCC2)cc1NC(=O)C=Cc1nc2ccccc2o1,8
CC1=NOC(Cc2ccccc2)C(=O)N1Cc1csc(C)n1 (centres undefined),-3
Cc1ccc(C)c(NC2=NC3CS(=O)(=O)CC3S2)c1 (centres undefined),8
COc1ccc(-c2nc(SC3CC(C)OC3=O)n[nH]2)c(OC)c1 (centres undefined),22
Cc1noc(-c2ccc(N(C)Cc3cnn(C)c3)nc2)n1,12
O=C1C[C@H]2CC[C@@H](CN1)N2C(=O)C1c2ccccc2-c2ccccc21,-14
COc1ccccc1-c1nn2c(Cn3cnc4ccccc43)nnc2s1,0
CCOC(=O)c1nn(-c2cccc(C)c2)c(=O)c2c(N)scc12,4

# A second format for 2 compounds above.
structure	mcGAS RapidFire
CCOC(=O)C1(Cc2ccc(OC)cc2)CCN(C(=O)C2=CCCCC2)CC1	-9
O=C(CCC(=O)N1CCCC(Nc2ccccc2)C1)c1ccc(F)cc1 (centres undefined)	-2

# 5 compounds drawn at random from those above:
SMILES,mcGAS RapidFire
Cn1cnnc1-c1ccccc1NC(=O)C1CCCc2ccccc21 (centres undefined),-3
COCc1nn2c(ncc3c(=O)n(NC(=O)c4ccccc4)ccc32)c1-c1ccc(F)cc1,-10
Clc1cccc(CSc2nnc(-c3ccc4c(c3)OCO4)o2)c1,5
CCOC(=O)N1CCN(C2CCCN(Cc3cccn3-c3nccs3)C2)CC1 (centres undefined),-12
O=c1[nH]nc2c3c(cccc13)-c1ccccc1-2,-2

# Other records follow:
SMILES,mcGAS RapidFire
Cc1ncc(C(=O)NC(C)(C)c2ccc(Br)cc2)s1,-3
CCCC1CCCN(C(=O)Nc2cccnc2OC)CC1 (centres undefined),-1
CC1CN(C)CCN1C(=O)c1occc1COc1cccc(C#N)c1 (centres undefined),-4
Cc1cc(N2C(=O)c3oc4ccc(F)cc4c(=O)c3C2c2ccccc2)no1 (centres undefined),-2
COc1ccc(C)cc1S(=O)(=O)C1CS(=O)(=O)CC1N1CCCC1 (centres undefined),4
CCN(CC)c1ncnc2c1sc1nc(C)c3c(c12)CC(C)(C)OC3,4
CCc1cccc(C)c1NC(=O)C(C)n1cccn1 (centres undefined),-11
O=C(CN1CCCC1)N1CCCC(c2ccc(F)cc2)c2ccc(F)cc21 (centres undefined),-10
CCS(=O)(=O)N1CCN(c2ccc(Nc3ccccn3)nn2)CC1,-3
CCc1nc(CC)n(Cc2cc(C)c(C(=O)OC)o2)n1,-4
O=C(CCNC(=O)c1ccccc1F)NCCN1CCOCC1,-21
O=C(CSc1nc2ncccc2c(=O)n1-c1ccccc1)NC1CC1,-4
CCC(NC(=O)CCc1nnc(Cc2cc(OC)ccc2OC)o1)c1ccncc1 (centres undefined),-5&0
O=C1NCCC12CCN(Cc1ccc(-c3csnn3)cc1)CC2,-10
CCN(Cc1cccc(F)c1)C(=O)NC(C)c1cccs1 (centres undefined),-13
CCCc1ccc(CN2CCC(Cc3n[nH]c(=O)n3CC)CC2)o1,10
COc1ccc(C(=O)N2CCOC2CNC(=O)C(=O)NCc2ccccc2Cl)cc1 (centres undefined),-8
Cc1oc(-n2cccc2)c(C#N)c1C(=O)OCc1cc(=O)n2c(C)csc2n1,-6
CCOC(=O)C1=C(CC)NC2=C(C(=O)CCC2)C1c1ccncc1 (centres undefined),0
O=C(OCc1nnc(-c2cc3c(s2)CCCC3)o1)C1CSC2(c3ccc(F)cc3)CCC(=O)N12 (centres undefined),2

# Looked up above.
# Cc1ccc(NC(=O)C(C)NCc2ccccc2-n2ccnc2C)cc1 (centres undefined) in mcGAS RapidFire → -18
# CCOC(=O)c1nn(-c2cccc(C)c2)c(=O)c2c(N)scc12 in mcGAS RapidFire → 4
# CNC(=O)[C@@H]1C[C@H](N)CN1S(=O)(=O)c1sc2ccc(Cl)cc2c1C in mcGAS RapidFire → -1
# CCOC(=O)N1CCN(C2CCCN(Cc3cccn3-c3nccs3)C2)CC1 (centres undefined) in mcGAS RapidFire → -12
# CCCc1ccc(CN2CCC(Cc3n[nH]c(=O)n3CC)CC2)o1 in mcGAS RapidFire → 10
# CC(=O)Nc1cccc(C(=O)N2CCOC(COCc3cccc(C)c3)C2)c1 (centres undefined) in mcGAS RapidFire → -3

# New compounds follow
SMILES,mcGAS RapidFire
Cc1nnc(-c2cccc(C(=O)N(C)CC(C)c3ccccc3)c2)o1 (centres undefined),-10
Cc1ccc(C(CN2CCOCC2)NS(=O)(=O)c2ccc(Cl)cc2F)cc1 (centres undefined),4
COCC1(C)NC(=O)N(CCn2cc(C#N)cn2)C1=O (centres undefined),-3
O=C(CCC1CCN(Cc2cccn2-c2ncccn2)CC1)Nc1ccccc1Cl,-6
COc1cccc(-n2nnc3c(=O)n(Cc4ccc(C(F)(F)F)cc4)cnc32)c1,11
Cc1[nH]c2ccc(CNC(=O)CN3C(=O)N(C)Cc4ccccc43)cc2c1C,0
CCCCc1noc(CSc2n[nH]c(C(C)C)n2)n1,-9
CCCC(=O)N1CCN(Cc2ccc(Br)cn2)CC1,-2
Nc1c(C(=O)CSc2nnc(C3CC3)n2C2CC2)c(=O)[nH]c(=O)n1C1CC1,1
CC(=O)N[C@H]1C[C@@H](c2cccc(OCc3ccccn3)c2)O[C@@H](C(C)C)C1,-27
O=C(CCn1nnc2ccccc21)N1CCCC1c1ccccn1 (centres undefined),-12
COc1ccc2c(=O)cc(-c3cc(Br)cc4c3OCOC4)oc2c1,10
COc1ccc(-c2nc(C(F)(F)F)c(OC)o2)cc1OC,-16
O=S(=O)(Nc1c(F)cccc1F)c1cccc(Br)c1,-12
CCNc1nc(NCC)nc(N/N=C2\CC3C=CCC23)n1 (centres undefined),2
CC1(C)CNC2(S1)C(=O)N(Cc1ccccc1Cl)c1ccccc12 (centres undefined),-14
COCCn1c(C)cc(O)c(C(c2ccccn2)N2CCCCC2)c1=O (centres undefined),-7
O=C(Nc1ncc(-c2ccccc2)s1)OCC(F)(F)F,-5
CC(=O)CC1(O)C(=O)N(CCOc2ccccc2)c2ccc(Br)cc21 (centres undefined),-5
Oc1oc(-c2ccccc2F)nc1C=Nc1ccc(Br)cc1,0
CC1N(C)c2ccc(C=C(C#N)C#N)cc2C1(C)C (centres undefined),-13&-6
Cn1c(=O)[nH]c(=O)c2c1nc(N1CCOCC1)n2CCSc1ncccn1,-6
Cc1ccc(N=C2SC(C(=O)NCCc3ccccc3)CC(=O)N2C)cc1Cl (centres undefined),-2
COc1cccc(C=CC(=O)c2cccc(N3CCOCC3)c2)c1OC(F)F,-11
CCCCNC(=O)c1cccc(NC(=O)C(C)(C)C)c1,-8
Cc1cc(N2CC(C(=O)NC3CCN(C4CC4)CC3)CC2=O)ccc1Br (centres undefined),-3
COc1ccc(C(N)=O)c(OCC(=O)c2ccc(C3CCCCC3)cc2)c1,-26
CCn1c(O)c(C=NCC(=O)NC)c(=O)n(CC)c1=S,-16
Cc1cc(N2CCC3(CC2)OCCO3)nc(C)n1,5

# Assay outcomes deposited in PubChem by Fisher Drug Discovery Resource Center.

# A portion of the library (hit frequency here may not be typical).
